# H37Rv inhibition: M. tuberculosis growth inhibition, HTS (AID 449762); M. tuberculosis H37Rv growth inhibition, 7H9 media; higher % means a stronger effect; inhibition, % at 25 µM; hits with a dose series show IC50 in µM; 0.59% of 330,000 active; in the data active = a potency from the dose series; inconclusive = inhibition above about 70% without an active follow-up result;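 note: bacterial growth assessed after seven days of incubation; strong numbers were not always called active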
# tuberculosis growth: growth inhibition of non-replicating M. tuberculosis (AID 488890); Mycobacterium tuberculosis non-replicating, growth inhibition; higher % means a stronger effect; inhibition, % at 25 µM; hits with a dose series show IC50 in µM; 0.39% of 320,000 active; in the data active = a potency from the dose series; inconclusive = inhibition mostly from about 82% at the one dose, without a potency; inactive = the rest, 99 in 100 with inhibition below about 76%;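 note: plate controls were DMSO cells for no effect and high antibiotic wells for full effect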
# PhoP GFP inhibition: PhoP regulon inhibitors, Salmonella typhi PhoP promoter GFP reporter, confirmatory (AID 1850). Salmonella Typhi PhoP-promoter GFP reporter, fluorescence, 4 h; higher % means a stronger effect. 0.33% of 310,000 active. inhibition, % at 50 µM, or IC50 in µM where a hit was titrated; in the data active = a potency from the dose series; inconclusive = inhibition mostly from about 25% at the one dose, without a potency; inactive = the rest, 99 in 100 with inhibition below about 19%;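 note: 0% = induced wells with vehicle and 100% = uninduced wells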
# inhibitors of VEEV: inhibitors of VEEV TC-83 cytopathic effect, confirmation, Vero cells (AID 588727). Vero cells, VEEV TC-83 cytopathic effect inhibition; higher % means a stronger effect. one-dose inhibition, % at 20 µM; IC50 in µM for titrated hits. 0.13% of 350,000 active; in the data active = a potency from the dose series; inconclusive = inhibition mostly from about 14% at the one dose, without a potency; inactive = the rest, 99 in 100 with inhibition below about 12%; note: strong numbers were not always called active
# H1N1 NS1A inhibition: H1N1 influenza NS1A inhibitors, functional cell based assay (AID 504329) | NS1A functional cell-based assay, percent inhibition; higher % means a stronger effect | one-dose inhibition, % at 12.5 µM; IC50 in µM for titrated hits | 0.3% of 340,000 active; in the data active = a potency from the dose series; inconclusive = inhibition above about 27% without an active follow-up result; note: strong numbers were not always called active
# Active calls of the source: *; i = inactive; u = inconclusive; x = no result given.
smiles	H37Rv inhibition	inhibitors of VEEV	H1N1 NS1A inhibition	PhoP GFP inhibition	tuberculosis growth
CCN(CC)S(=O)(=O)c1ccc(Cl)c(NC(=O)c2ccc(C#N)cc2)c1	2.7%	i	0.1%	-7.4%	6.4%
COc1ccc(-c2cc(C(=O)NCc3ccco3)c3ccccc3n2)cc1OC	6.1%	9.5%	-25.0%	9.0%	8.0%
CC1CN(CCOc2ccccc2-c2ccccc2)CC(C)O1 (stereo not drawn)	-6.0%	i	-4.6%	-5.0%	7.5%
O=C(CC(=O)Nc1ccccc1[N+](=O)[O-])Nc1ccccc1[N+](=O)[O-]	-1.0%	0.1%	4.4%	2.9%	11.4%
Cc1ccc(-c2nnn(CC(=O)N(CC(=O)NC3CCCCC3)c3ccccc3F)n2)o1	x	6.6%	-7.0%	x	x
COCCC(=O)N1CCc2ccc(NC(=O)c3ccc(C(F)(F)F)cc3)cc2C1	-1.3%	2.9%	3.0%	12.7%	-4.7%
CCOc1ccc2ncc(C(=O)c3ccc(OC)cc3)c(N3CCN(CC)CC3)c2c1	0.4%	11.6%	-3.5%	0.8%	6.3%
Cc1cccc(NC(=S)N=Nc2c(O)[nH]c3ccccc23)c1	-3.7%	7.8%	0.0%	-2.9%	u
CC(C)(C)OC(=O)NNC(=O)NC12CC3CC(CC(C3)C1)C2	0.9%	1.8%	9.5%	1.8%	13.0%
O=c1[nH]c2cc(S(=O)(=O)CCO)ccc2o1	0.2%	0.0%	7.0%	-12.5%	-7.3%
CCc1nnc(NC(=O)CSc2nc(-c3ccccc3)c(-c3ccccc3)o2)s1	-5.5%	8.8%	-8.1%	5.2%	10.9%
Cc1ccc2c(CN3CCN(Cc4ccc5c(c4)OCO5)CC3)cc(=O)oc2c1C	-4.5%	i	-1.6%	7.4%	9.6%
O=C(CN1CCOCC1)Nc1cc([N+](=O)[O-])ccc1Cl	4.9%	0.3%	-4.7%	7.4%	48.0%
O=S(=O)(NC(=NCc1ccccc1)c1ccc(F)cc1)c1ccc(Cl)cc1	0.9%	1.5%	-7.6%	-0.4%	-5.2%
O=C(Nc1cccc2c1CCCC2)c1ccc(Cl)c([N+](=O)[O-])c1	4.0%	2.0%	17.8%	-10.7%	-23.0%
CC(C)CN(C(=O)COC(=O)c1ccc2c(c1)OCO2)c1c(N)n(Cc2ccccc2)c(=O)[nH]c1=O	3.1%	6.2%	-3.7%	-4.6%	3.9%
CN(CC(=O)NCC1CCCCC1)CC(=O)Nc1ccc(F)cc1	-0.2%	1.9%	-5.2%	x	65.4%
Oc1[nH]c2ccccc2c1N=Nc1cccc(Cl)c1	4.9%	0.7%	-1.4%	-24.9%	-2.0%
CCCn1c(SCC(=O)c2cc(OC)ccc2OC)nnc1-c1ccco1	-6.0%	2.2%	9.9%	9.9%	-4.0%
CC(=O)N1CCC(N2CCN(c3ccccc3F)CC2)CC1	-1.9%	1.9%	17.5%	-1.9%	0.5%
CN1CCN(S(=O)(=O)c2ccc(NC(=S)NC(=O)C3CC3)cc2)CC1	10.2%	2.0%	-0.3%	-5.8%	-1.9%
COC(=O)c1cc(CSc2nc3ccccc3c(=O)n2C)oc1C	9.1%	0.5%	4.9%	-12.6%	62.9%
COc1cccc(C(=O)NCCSc2ccc(F)cc2)c1	0.2%	1.5%	-4.2%	-4.6%	20.2%
CC1=NN(c2ccccc2)C(=O)/C1=C/c1c(O)[nH]c(=S)[nH]c1=O	22.0%	0.5%	1.3%	3.9%	71.1%
OC1CCN(Cc2cccc(Oc3ccccc3)c2)CC1	-7.5%	i	-4.3%	-2.0%	x
CN1/C(=C\C(=O)Nc2cccnc2)c2ccccc2CC1(C)C	-2.8%	0.7%	4.4%	3.2%	-16.3%
CCc1nnc(NC(=O)c2cccnc2SC)s1	4.9%	3.4%	-0.4%	-2.6%	12.5%
Nc1n[nH]c(-c2ccccc2)n1	-4.5%	2.0%	-8.8%	-2.1%	-16.8%
O=C(O)CCCNC(=O)/C=C/c1ccco1	0.1%	0.8%	1.3%	-7.9%	7.2%
COCCn1c(SCc2ccccc2Cl)nc2c1c(=O)[nH]c(=O)n2C	-3.5%	5.9%	-4.4%	8.4%	4.2%
O=c1cc(COc2ncnc3ccccc23)nc2sccn12	-1.5%	0.6%	2.3%	3.0%	-9.2%
COc1ccc(CNS(=O)(=O)c2cccc(S(=O)(=O)N3CCOCC3)c2)cc1	-12.4%	0.2%	-3.1%	-9.6%	-13.1%
Cc1ccc(S(=O)(=O)N2CC(O)C[C@H]2C(=O)OCC(=O)Nc2ccc(N3CCOCC3)cc2)cc1C (stereo partly drawn)	x	2.5%	-8.0%	x	x
Cc1cc(C)c(S(=O)(=O)N2CCCC2=O)cc1N(C)S(C)(=O)=O	-0.6%	0.9%	-14.4%	7.7%	18.1%
O=C(Nc1c(C(=O)C2CC2)oc2ccccc12)c1ccc(Cl)cc1	3.7%	0.7%	-1.0%	-5.5%	-11.4%
CCCCOc1ccc(C2CC(=O)N(C)C2=O)cc1 (stereo not drawn)	-6.5%	0.9%	-7.9%	-4.6%	16.6%
Cn1c(=O)[nH]c(=O)c2c1nc(Sc1nc3ccccc3s1)n2Cc1ccccc1	-2.6%	5.9%	-18.6%	1.1%	5.2%
CCc1ccc(CN(C)Cc2nc(COc3ccccc3)no2)nc1	6.1%	0.3%	-0.7%	4.1%	74.0%
Cc1ccc(S(=O)(=O)Cc2ccc(C(=O)NCc3cccs3)o2)cc1	-10.9%	3.5%	-7.9%	-7.7%	4.2%
Cc1ccc(C)c(N2CCN(S(=O)(=O)c3ccc(-c4cc(C)no4)s3)CC2)c1	6.2%	2.1%	7.4%	-1.4%	-1.6%
Nc1ccccc1C(=O)NNC1=C(C(=O)C(F)(F)F)CCC1	0.0%	0.7%	0.2%	2.1%	i
CCc1nnc(NC(=O)c2ccc(S(=O)(=O)N3CCCC(C)C3)cc2)s1 (stereo not drawn)	-2.7%	1.5%	-0.1%	4.9%	-9.3%
Cc1ccc(S(=O)(=O)c2ccc(Cl)cc2)cc1S(=O)(=O)NC(C)C(=O)O (stereo not drawn)	-1.3%	0.6%	-8.7%	-5.8%	-5.0%
O=C(CCC1CCCC1)Nc1ccc([N+](=O)[O-])cn1	0.3%	i	1.4%	-3.7%	67.7%
CCCC(C(=O)NC(C)(C)C)N(CC1CCCO1)C(=O)c1snc(C(N)=O)c1N (stereo not drawn)	6.7%	i	15.2%	7.6%	20.7%
COC(=O)[C@@H]1CCCN1C(=O)CCc1nnc(C2CCCCC2)o1	-9.0%	2.1%	2.7%	4.3%	-5.7%
Cc1cc(NC(=O)CSCC(=O)Nc2ccc(Cl)c(C(F)(F)F)c2)no1	-2.1%	0.7%	10.6%	-0.5%	-3.1%
CSc1ccc(CNC(C)(C)CO)cc1	1.6%	i	-4.2%	12.4%	-0.6%
O=C(O)CCSc1nnc(COc2cccc3cccnc23)n1-c1ccccc1	-2.9%	0.8%	6.7%	-8.7%	-4.8%
O=C1c2ccccc2C(=O)N1CCSC(=S)N1CCOCC1	1.4%	0.4%	-4.4%	-0.8%	-2.6%

# Continued.
smiles	H37Rv inhibition	inhibitors of VEEV	H1N1 NS1A inhibition	PhoP GFP inhibition	tuberculosis growth
CNC(=O)[C@@H]1C[C@H]1[C@@H](NC(=O)OCc1ccccc1)c1ccccc1	2.0%	1.2%	-10.1%	4.0%	11.6%
O=C1C2C3CCC(C3)C2C(=O)N1c1ccc2ccccc2c1 (stereo not drawn)	-6.0%	0.9%	-8.4%	-1.0%	7.6%
COc1ccc(NC(=O)c2ccc3nccnc3c2)cc1	-1.1%	3.1%	-18.5%	-4.2%	-12.4%
c1ccc(C(c2ccccc2)N2CCN(Cc3nnnn3C3CCCCC3)CC2)cc1	8.5%	0.9%	15.4%	-6.8%	44.4%
COc1cc2cc(C(c3nnnn3C3CCCC3)N(C)C3CCCCC3)c(=O)[nH]c2cc1OC (stereo not drawn)	48.9%	2.6%	1.0%	-1.7%	12.1%
C=CCC(C(=O)OC)(C(=O)OC)c1ccc([N+](=O)[O-])cc1[N+](=O)[O-]	7.6%	6.1%	10.7%	1.9%	13.0%
CC1=C(C(=O)OCC2CCCCC2)C(c2ccc(F)cc2)NC(=O)N1 (stereo not drawn)	5.6%	0.1%	-6.0%	-1.4%	15.9%
CCC1(C)Cc2c(sc3nnn(CC(=O)Nc4ccc(Cl)cc4)c(=O)c23)CO1 (stereo not drawn)	4.6%	i	12.5%	1.0%	17.5%
N#Cc1cccc(NC(=O)CSc2ccccc2)c1	-0.4%	i	-2.0%	21.0%	65.2%
CCN(CC)CCCNC(=O)C1CCN(C(=O)c2cc3sccc3n2Cc2ccc(F)cc2)CC1	-2.7%	i	-4.3%	-5.4%	-3.2%

# Laid out differently: entries from further up
SMILES: c1ccc(C(c2ccccc2)N2CCN(Cc3nnnn3C3CCCCC3)CC2)cc1
  H37Rv inhibition: 8.5%
  inhibitors of VEEV: 0.9%
  H1N1 NS1A inhibition: 15.4%
  PhoP GFP inhibition: -6.8%
  tuberculosis growth: 44.4%

SMILES: O=C1C2C3CCC(C3)C2C(=O)N1c1ccc2ccccc2c1 (stereo not drawn)
  H37Rv inhibition: -6.0%
  inhibitors of VEEV: 0.9%
  H1N1 NS1A inhibition: -8.4%
  PhoP GFP inhibition: -1.0%
  tuberculosis growth: 7.6%

SMILES: CCN(CC)CCCNC(=O)C1CCN(C(=O)c2cc3sccc3n2Cc2ccc(F)cc2)CC1
  H37Rv inhibition: -2.7%
  inhibitors of VEEV: i
  H1N1 NS1A inhibition: -4.3%
  PhoP GFP inhibition: -5.4%
  tuberculosis growth: -3.2%

SMILES: COc1cc2cc(C(c3nnnn3C3CCCC3)N(C)C3CCCCC3)c(=O)[nH]c2cc1OC (stereo not drawn)
  H37Rv inhibition: 48.9%
  inhibitors of VEEV: 2.6%
  H1N1 NS1A inhibition: 1.0%
  PhoP GFP inhibition: -1.7%
  tuberculosis growth: 12.1%

# The results go on:
smiles	H37Rv inhibition	inhibitors of VEEV	H1N1 NS1A inhibition	PhoP GFP inhibition	tuberculosis growth
CN(Cc1ccccc1F)C(=O)CN1CCN(S(=O)(=O)c2ccc3c(c2)OCCCO3)CC1	6.1%	2.1%	3.3%	x	21.9%
CCCCCNc1c(C(=O)OCC)c(=O)[nH]c2ccccc12	0.4%	i	1.5%	-3.7%	9.7%
O=C(CSc1nnnn1-c1ccccc1)Nc1ncc(Cc2ccccc2Cl)s1	-2.9%	0.1%	-9.0%	-8.5%	-1.8%
CCc1ccc(-c2nc(SCC(=O)NC3CC3)n[nH]2)cc1	24.6%	4.5%	-11.8%	2.8%	45.0%
S=C(NCCc1ccccc1)N/N=C/c1ccccc1Cl	-1.2%	0.7%	4.9%	-11.6%	-12.2%
CC(C)(C)S(=O)(=O)c1cnc2c(-c3ccsc3)cnn2c1N	-3.8%	0.3%	7.2%	0.4%	-5.4%
Cc1nc2ccc(NC(=O)CCS(=O)(=O)c3ccc(Cl)cc3)cc2s1	u	i	-4.0%	-3.3%	50.2%
CCc1cc2cc(OC)ccc2nc1SCC(=O)NNC(=O)c1ccco1	-0.6%	i	13.5%	1.8%	5.0%
CCNC(=S)N1CCN(S(=O)(=O)c2ccccc2C(F)(F)F)CC1	-1.9%	i	-5.8%	2.8%	1.1%
CCN(CC)CCN1C(=O)C(=O)/C(=C(/O)c2c(C)[nH]c(C(=O)OC)c2C)C1c1ccc(C)o1 (stereo not drawn)	0.4%	0.2%	-2.5%	0.2%	-21.5%
O=C1CC(c2ccccc2)n2nc(NC(=O)c3ccccc3)nc2N1 (stereo not drawn)	-1.9%	2.2%	2.1%	-6.2%	-0.8%
Cc1c(C(=O)N/N=C/c2ccc(O)c(Br)c2)sc(N)c1C#N	-6.3%	1.9%	-0.6%	2.6%	3.0%
Cc1cc(NC(=O)COC(=O)COc2ccc(C(=O)c3ccccc3)cc2)no1	u	0.7%	-0.9%	-2.6%	i
CCn1cc(Cl)c(C(=O)Nc2cccc(C(F)(F)F)c2)n1	10.7%	0.3%	-2.4%	-9.4%	22.9%
CCOC(=O)c1ccc(Oc2cn[nH]c2-c2ccc(O)cc2O)cc1	6.0%	3.1%	-5.8%	4.5%	0.7%
O=C(CN1CCN(c2ccc(F)cc2)CC1)N1CCC(Cc2ccccc2)CC1	93.6%	i	-1.6%	15.8%	44.4%
O=C(/C=C/c1ccco1)NC(=S)Nc1ccccc1N1CCCC1	7.2%	i	4.5%	-5.4%	-3.0%

# Bioassay records: PubChem BioAssay, Southern Research Specialized Biocontainment Screening Center
